# Screening data deposited in PubChem by National Center for Advancing Translational Sciences (NCATS).
# GRP78 ERSR act – induces the endoplasmic reticulum stress response in human glioma cells. U87-MG GRP78 promoter luciferase reporter, 16 h. Potency, µM, for inactives: top-dose activation, hits mostly activators. 0.02% of 420,000 active. AID 602332; active means well fitted activation curve with a large enough effect; further: series mostly up to about 76 µM; % of control where 0% means no effect; nearly all actives have a fitted effect of over 35% in size
#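 Stably transfected U87-MG human glioma cells carrying a GRP78-based luminescent sensor were seeded at 1000 cells/well, pin-dosed with compounds and incubated 16 h. Luciferase reagent was then added, and end-point luminescence was read after 10 min at room temperature.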
# Starred values were filed as active, the others as inactive; & = joins results of further samples. Potency means the concentration at half of the fitted maximal effect. Only part of the results is shown; count on the stated rates, not on these rows.
SMILES,GRP78 ERSR act
C=C1CCC2[C@](C)(CO)C(O)CC[C@]2(C)C1C/C=C1/C(=O)OCC1O (stereo partly specified),-10.2%
COc1cccc(CN2C(=O)NC(C)(C3CCN(Cc4ccc(C)o4)CC3)C2=O)c1OC (stereo unspecified),-3.7%
CCCCN1CC(O)C(O)C(O)C1CO (stereo unspecified),-4.5%
CN(Cc1cccc2ncccc12)C(=O)c1cnn(-c2ncc3c(n2)-c2ccccc2CC3)c1C1CC1,-7.1%
C[C@]12CCC(=O)C=C1CCC1C2C(=O)C[C@]2(C)C1CC[C@]2(O)C(=O)CO (stereo partly specified),-3.8%
Cc1ccc(C(=O)[C@@H]2[C@H]3C4COC(O4)C(=O)[C@@H]3[C@H]3C=Cc4ccccc4N32)cc1 (stereo partly specified),-2.6%
CC(C)C(NS(C)(=O)=O)c1nnc2n1CCN(Cc1ccc3cccnc3c1)CC2 (stereo unspecified),-4.8%
CN(C)C(=O)c1ccc(-c2nc(N(C)Cc3ccco3)c3ccccc3n2)cc1,-0.6%
Cc1cc(=O)c(C(=O)NCCCc2ccncc2)c2n1-c1ccccc1SC(c1cccs1)C2 (stereo unspecified),-4.1%
CCCCCCCCCCCCC(=O)N1CCCC[C@H]1CNC(=O)[C@@H](N)CCCCN,-11.8%

# Some of the entries so far, as labelled records:
CCCCN1CC(O)C(O)C(O)C1CO (stereo unspecified)
  GRP78 ERSR act: -4.5%

CN(Cc1cccc2ncccc12)C(=O)c1cnn(-c2ncc3c(n2)-c2ccccc2CC3)c1C1CC1
  GRP78 ERSR act: -7.1%

C[C@]12CCC(=O)C=C1CCC1C2C(=O)C[C@]2(C)C1CC[C@]2(O)C(=O)CO (stereo partly specified)
  GRP78 ERSR act: -3.8%

Cc1ccc(C(=O)[C@@H]2[C@H]3C4COC(O4)C(=O)[C@@H]3[C@H]3C=Cc4ccccc4N32)cc1 (stereo partly specified)
  GRP78 ERSR act: -2.6%

# More entries:
SMILES,GRP78 ERSR act
COc1ccc2[nH]cc(CCNc3nc(-c4cccc(NS(C)(=O)=O)c4)nc4ccccc34)c2c1,-4.5%
CCC1=C[C@@H]2CN(C1)Cc1c([nH]c3ccccc13)[C@@](C(=O)OC)(c1cc3c(cc1OC)N(C)[C@@H]1[C@@](O)(C(=O)OC)[C@H](OC(C)=O)[C@]4(CC)C=CCN5CC[C@]31[C@@H]54)C2,-5.2%
CC(C)CCC[C@@H](C)[C@H]1CC[C@H]2[C@@H]3CC=C4C[C@@H](O)CC[C@]4(C)[C@H]3CC[C@]12C,-2.4%
O=C(CN1Cc2ccccc2OC(c2ccsc2)C1)NCc1ccc2c(c1)OCO2 (stereo unspecified),-3.6%
C[C@@]1(C2CCCC2)Cc2cc(OCC(=O)O)c(Cl)c(Cl)c2C1=O,5.7%&0.5%&-0.9%
COC(=O)C/C=C\[C@@H](C)[C@@H](/C=N\OC[C@@H](O)COCc1ccco1)NS(=O)(=O)c1ccc(C)cc1,-3.3%
CC12C=C(/C=C/c3ccccc3)C(C)(C1)C(c1ccccc1)CC2=O (stereo unspecified),-4.0%
C=CC[C@@H]1C=C[C@H](O/N=C(\C)CCN2CCCCc3nc(C)c(C)cc32)[C@H](CO)O1,-2.3%
CCC[C@H]1C[C@H](C(=O)NC(C(C)Cl)C2O[C@@H](SC)C(OP(=O)(O)O)[C@@H](O)[C@@H]2O)N(C)C1 (stereo partly specified),-1.3%
COc1ncc2nc(-c3cn(C)c4ccccc34)c(=O)n(C)c2n1,-1.9%
C=C1CC[C@H](O)C/C1=C/C=C1\CCC[C@]2(C)C([C@H](C)CCCC(C)(C)O)CC[C@@H]12 (stereo partly specified),-4.1%&-2.9%
COc1ccc(C(=O)Nc2sc3c(c2C(N)=O)CCCC3)cc1OC,5.4%
Cc1oc(-c2ccccc2NC(=O)c2cccnc2)nc1CNC(=O)c1ccc(N(C)C)cc1,-5.1%
COC(=O)C1CCCCN1Cc1nc(N2CCCCC2)c2cc(OC)c(OC)cc2n1 (stereo unspecified),-2.6%
COc1ccc(COC(=O)N/N=C2/C[C@@H](O)[C@@H](O)[C@@H]3[C@H]4C(=O)N(c5ccc(F)cc5F)C(=O)[C@@H]4CC[C@@H]23)cc1,-3.8%
Cc1cc(C)cc(C#CC2C=CC(Oc3ccc(C4CCCC4)cc3)C(CO)O2)c1 (stereo unspecified),-1.3%
NCCCNCCCCNC(=O)C(O)NC(=O)CCCCCCN=C(N)N (stereo unspecified),-4.6%
COc1ncc2nc(-c3ccc(F)cc3)c(=O)n(Cc3cccs3)c2n1,-4.7%
O=C(Nc1cccc(N2CCC(NCc3cnn(-c4cccc(F)c4)c3)CC2)c1)c1ccncc1,-3.2%
Cc1c(C(=O)NCC2(N3CCOCC3)CCCC2)cnn1-c1nccc(-c2ccccc2F)n1,-3.6%
O=C(O)c1ccccc1O[C@@H]1O[C@H](C(=O)O)[C@@H](O)[C@H](O)[C@H]1O,-7.7%
O=C(c1cccc(F)c1)N1CCC2(CCN(Cc3nccs3)CC2)CC1,-2.1%
COCCn1c(=O)cnc2cnc(N(C)C)nc21,-4.4%
N[C@@H](CCC(=O)N[C@H](CSN=O)C(=O)NCC(=O)O)C(=O)O,-4.7%
CC(=O)Oc1cc(C)c(OC(C)=O)c2ccccc12,-12.2%
CC1CCC2C(=O)N3CCCC3C(=O)N2C1c1ccc(Br)cc1 (stereo unspecified),-4.8%&-4.7%
CC[C@H](C)[C@@H]1NC(=O)[C@H](Cc2ccc(O)cc2)NC(=O)[C@@H](N)CSSC[C@@H](C(=O)N2CCC[C@H]2C(=O)N[C@@H](CC(C)C)C(=O)NCC(N)=O)NC(=O)[C@H](CC(N)=O)NC(=O)[C@H](CCC(N)=O)NC1=O,-3.1%
CCC(O)CNC(=O)c1cnn(-c2ncc3c(n2)-c2ccc(OC)cc2CC3)c1C1CC1 (stereo unspecified),-4.0%
COc1ccc(C(=C2C(=O)Nc3ccccc32)c2ccc(OC)cc2)cc1,2.3%
COc1ccc2c(c1OC)C(Cc1ccccc1)N1CCc3cc4c(cc3C1=C2)OCO4 (stereo unspecified),-1.7%
COc1ccc2[nH]cc(CCNc3ncncc3-c3ccc(C(=O)N(C)C)cc3)c2c1,-1.6%
CC1CCC2C(=O)OC(COc3ccc(C(C)(C)C)cc3)CN2C1c1ccc(Br)cc1 (stereo unspecified),-3.5%&-3.0%&-3.8%&-4.4%&-1.6%
C=C1CCC(O)C/C1=C/C=C1\CCC[C@]2(C)[C@@H]([C@H](C)CCCC(C)C)CC[C@@H]12 (stereo partly specified),-3.7%
COc1cccc(Cn2c(=O)c(C)nc3cnc(N4CCOCC4)nc32)c1,-2.0%
CCN1C(=O)[C@H]2[C@H]3[C@H](O)[C@H](O)C/C(=N/NC(=O)OCc4ccc(OC)cc4)[C@H]3CC[C@@H]2C1=O,-4.2%
C[C@@H](O)[C@@H]1C(=O)N2C(C(=O)O)=C([C@H]3CCCO3)S[C@H]12,-0.8%
CN(C)c1ccc(O)c2c1C[C@H]1C[C@H]3[C@@H](N(C)C)C(=O)C(C(N)=O)=C(O)[C@]3(O)C(=O)C1=C2O,-6.3%
O=c1c(-c2cc(F)cc(F)c2)nc2cncnc2n1Cc1ccc(F)cc1,-4.4%
O=C(c1ccco1)N(Cc1cc2cc3c(cc2nc1N1CCOCC1)CCC3)CC1CCCO1 (stereo unspecified),-4.0%
COc1cccc(CNC(=O)c2c(OC)cc(=O)n3c2CCN(C(=O)c2ccc(C)nc2)CC3)c1,-3.1%
Cc1ccccc1-c1ccc2ncnc(NCCN3CCOCC3)c2c1,-1.4%
CC(=O)OC[C@@H]1O[C@@H](O/N=C2/C[C@@H](O)[C@@H](O)[C@@H]3[C@H]4C(=O)N(c5ccc(F)cc5F)C(=O)[C@@H]4CC[C@H]23)[C@H](OC(C)=O)[C@H](OC(C)=O)[C@@H]1OC(C)=O,-4.6%
CO[C@H]1C[C@@H]2CC[C@@H](C)[C@@](O)(O2)C(=O)C(=O)N2CCCC[C@H]2C(=O)O[C@H]([C@H](C)C[C@@H]2CC[C@@H](OC(=O)C(C)(CO)CO)[C@H](OC)C2)CC(=O)[C@H](C)/C=C(\C)[C@@H](O)[C@@H](OC)C(=O)[C@H](C)C[C@H](C)/C=C/C=C/C=C/1C,-5.2%
Cc1cc2nc(N3CCC(NC(C)c4nc(-c5ccccn5)no4)CC3)nc(C)c2cc1C (stereo unspecified),6.0%
COc1ccc(CN2CCCC(n3cc(C(=O)N4CCCCC4)nn3)C2)cc1OC (stereo unspecified),-3.4%
CC(C)C[C@H](NC(=O)CNC(=O)[C@H](CCC(N)=O)NC(=O)[C@H](CC(C)C)NC(=O)[C@H](CC(C)C)NC(=O)[C@H](CCCNC(=N)N)NC(=O)[C@H](CCC(N)=O)NC(=O)[C@H](CC(C)C)NC(=O)[C@H](CCCNC(=N)N)NC(=O)[C@H](C)NC(=O)CNC(=O)[C@H](CCC(=O)O)NC(=O)[C@H](CCCNC(=N)N)NC(=O)[C@H](CC(C)C)NC(=O)[C@H](CCCNC(=N)N)NC(=O)[C@H](CO)NC(=O)[C@H](CC(C)C)NC(=O)[C@H](CCC(=O)O)NC(=O)[C@H](CO)NC(=O)[C@@H](NC(=O)[C@H](Cc1ccccc1)NC(=O)[C@@H](NC(=O)CNC(=O)[C@H](CC(=O)O)NC(=O)[C@H](CO)NC(=O)[C@@H](N)Cc1cnc[nH]1)[C@@H](C)O)[C@@H](C)O)C(=O)N[C@H](C(N)=O)C(C)C,-2.8%
O=c1c(CCc2ccccc2)nc2cnc(N3CCOCC3)nc2n1C1CC1,1.8%
CCCCCCCCCCCCCCCC(=O)O[C@H](CC(=O)O)C[N+](C)(C)C,-5.3%
COc1cc(CN2CCC3(CC2)CC3C(=O)Nc2ccc3sc(C)nc3c2)ccc1F (stereo unspecified),-5.7%
O=c1c(-c2cccs2)nc2cncnc2n1Cc1ccccc1,-3.9%
# (cont.)
SMILES,GRP78 ERSR act
Cn1ccc(C(=O)NCC2CCC3(CCN(Cc4ccc(F)cc4F)CC3)O2)n1 (stereo unspecified),-5.1%
COc1ccc(CCN(C)CCCOc2ccc(S(=O)(=O)c3[nH]c4ccccc4c3C(C)C)cc2)cc1OC,-10.4%
CN(C)c1cc(-c2cccc(NS(C)(=O)=O)c2)ncn1,-2.5%
COc1cc(/C=C\c2ccc(OC)cc2OC)cc(OC)c1,1.9%
Cc1noc(C)c1-c1cc(NCc2cccs2)ncn1,0.6%
Cc1ccc2[nH]c3c(c2c1)CN(C(=O)CC1(c2ccccc2)CC(=O)N(Cc2cccnc2)C1=O)CC3 (stereo unspecified),0.5%
CCc1cc2c(nc1CC)CCN(CC/C(C)=N/O[C@@H](C)c1cn([C@@H]3COC[C@@H]3O)nn1)C2,-6.5%
CO[C@@H]1COC(=O)CCC[C@@H](C)[C@H](OC)COC(=O)CCC[C@H]1C,-5.4%
CN(C)c1ccc(CN2CCOc3ccc(CN4CCC(O)(c5cccnc5)CC4)cc3C2)cc1,-1.8%
CN(C)C(=O)OC1=C(c2ccccc2)Sc2ccccc2-n2cccc21,-1.0%

# An excerpt from above in order of number of heavy atoms, low to high:
SMILES,GRP78 ERSR act
N[C@@H](CCC(=O)N[C@H](CSN=O)C(=O)NCC(=O)O)C(=O)O,-4.7%
Cc1ccc2[nH]c3c(c2c1)CN(C(=O)CC1(c2ccccc2)CC(=O)N(Cc2cccnc2)C1=O)CC3 (stereo unspecified),0.5%
CCC1=C[C@@H]2CN(C1)Cc1c([nH]c3ccccc13)[C@@](C(=O)OC)(c1cc3c(cc1OC)N(C)[C@@H]1[C@@](O)(C(=O)OC)[C@H](OC(C)=O)[C@]4(CC)C=CCN5CC[C@]31[C@@H]54)C2,-5.2%

# Carrying on:
SMILES,GRP78 ERSR act
CC(C)(C)OC(=O)N[C@@H](Cc1c[nH]c2ccccc12)C(=O)O,-5.3%
CN(CC[C@@H](Oc1ccc(C(F)(F)F)cc1)c1ccccc1)CC(=O)O,-5.1%&-6.2%
CC[C@@H](c1ccccc1)n1c(=O)n2n(c1=O)[C@H]1[C@H](O)[C@H]3O[C@H]3C(=O)[C@H]1CC2,-5.5%
COc1ccccc1CNc1nc(-c2ccccc2OC)nc2ccccc12,-1.9%
CC(C)Cc1nc2cc(NS(=O)(=O)N(C)C)cc(C(=O)N3CCc4sccc4C3)c2n1C,7.7%
CN1CCN(c2ncc3nc(-c4cccs4)c(=O)n(C[C@H]4CCCO4)c3n2)CC1,-3.1%
CCN1CCCC1CNCc1cc2c(OC)c(OC)c(OC)cc2nc1N(C)C (stereo unspecified),0.1%
COc1ccc(-c2nc3cnc(Oc4ccccc4)nc3n(Cc3cccs3)c2=O)cc1,-4.2%
COCC(=O)N1CCC2(CCCN(Cc3ccc(C#N)cc3)C2)CC1,-3.1%
COc1ccccc1-c1ccnc(-n2ncc(C(=O)NCC3(N4CCOCC4)CCCC3)c2C)n1,2.6%
Cc1noc(C)c1-c1ccc2ncnc(N3CCC(C(=O)O)CC3)c2c1,-5.6%
CC(C)n1nnc2cc(C(=O)O)ccc21,-3.6%
COC(=O)N1CCC2(CCCN(Cc3nccs3)C2)CC1,-3.0%
COc1ncc2nc(-c3ccc(F)cc3)c(=O)n(-c3ccccc3)c2n1,-0.7%
N[C@@H](C(=O)O)c1cc(O)ccc1Cl,-2.6%
COc1cc(-c2cc(C)c3cccc(OC)c3n2)cc2c1OCCN(C(=O)CCn1nc(C)cc1C)C2,-0.4%
O=C(c1ccco1)N1CCC2(CC1)CCN(c1ccccc1)CC2,-2.9%
CN1C(=O)CN2CCc3ccccc3C2c2cc(Cl)ccc21 (stereo unspecified),-1.6%
CCCCCCCCC(C)O (stereo unspecified),-3.0%
NC(N)=NCCNS(=O)(=O)c1cccc2cnccc12,-8.8%&-5.0%
COc1ccc(Oc2ncc3nc(C)c(=O)n(CCC#N)c3n2)cc1,-3.6%
COC(=O)c1ccc(CN2CCC3(CCC(CNC(=O)c4ccccc4)O3)CC2)cc1 (stereo unspecified),-4.6%
[C-]#[N+]c1cc(-c2ccncc2)c(C)[nH]c1=O,-6.1%
CCCCCCCCCCCCCC[n+]1ccc(C)cc1,-11.2%
CC(=O)[O][Al][O]C(C)=O,-6.1%
